# p53 reactivator = qHTS assay for re-activators of p53 using a Luc reporter; 320,000 tested, 0.063% active; Potency, µM (top dose mostly 92.2 µM), without a hit: at the top dose activity change, positive = activation, hits mostly activators; H1299 p53-A138V BP100-luciferase reporter, luminescence, 24 h; note: potency is the fitted concentration of half-maximal effect; % of control where 0% means no effect; nearly all actives have a fitted effect of over 45% in size
#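 H1299 (p53-null), stable ts p53-A138V + BP100-Luc; 1000 cells/well, Opti-MEM/10% FBS; cpd 4 pt, 1:5; 24 h, 37 deg C, 5% CO2; detection reagent 10 min RT; luminescence.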
# FLuc modulator = qHTS profiling assay for firefly luciferase inhibitor/activator using purifed enzyme and Km concentrations of substrates (counterscreen for miR-21 project); purified FLuc, Km substrates, luminescence inhibition; Potency, µM (series often up to 57.5 µM), for inactives: at the top dose activity change, negative = inhibition, hits mostly inhibitors; 360,000 tested, 6.9% active; AID 588342, 2011;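 note: potency is the fitted concentration of half-maximal effect; plate controls were vehicle for no effect and reference inhibitor for full effect; nearly all actives have a fitted effect of over 55% in size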
# Target sequence (P08659 whole entry, looked up): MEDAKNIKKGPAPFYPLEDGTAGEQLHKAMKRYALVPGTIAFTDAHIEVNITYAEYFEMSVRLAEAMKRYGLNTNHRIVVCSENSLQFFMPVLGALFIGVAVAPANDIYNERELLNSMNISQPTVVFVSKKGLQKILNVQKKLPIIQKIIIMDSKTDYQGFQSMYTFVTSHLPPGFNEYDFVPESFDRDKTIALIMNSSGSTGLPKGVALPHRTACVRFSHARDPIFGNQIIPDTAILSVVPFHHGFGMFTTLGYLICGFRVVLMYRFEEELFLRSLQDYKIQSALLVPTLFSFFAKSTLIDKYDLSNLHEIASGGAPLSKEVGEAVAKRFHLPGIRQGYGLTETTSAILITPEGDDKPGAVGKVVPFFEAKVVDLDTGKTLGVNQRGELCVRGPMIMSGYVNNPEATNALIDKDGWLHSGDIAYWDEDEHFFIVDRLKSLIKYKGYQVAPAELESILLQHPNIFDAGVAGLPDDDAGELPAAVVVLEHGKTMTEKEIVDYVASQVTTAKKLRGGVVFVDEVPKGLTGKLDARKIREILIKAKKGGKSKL
#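 Purified P. pyralis luciferase, 10 nM final, with Km-level 10 uM D-luciferin and 10 uM ATP in 50 mM Tris acetate pH 7.5, 10 mM Mg acetate, 0.01% Tween-20, 0.05% BSA; 6-point qHTS titration about 60 µM downward; luminescence read.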
# ELG1 genotox = qHTS screen for small molecules that induce genotoxicity in human embryonic kidney (HEK293T) cells expressing luciferase-tagged ELG1 | HEK293T ELG1-luciferase reporter, luminescence, 16 h | Potency, µM (highest dose often 46 µM), inactives show top-dose activity change, positive = activation, hits mostly activators | 330,000 tested, 1.3% active | AID 504466, 2011; note: potency is the fitted concentration of half-maximal effect; % of control where 0% means no effect; nearly all actives have a fitted effect of over 60% in size
#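 16 hr compound incubation (37 °C, 5% CO2) of HEK293T cells carrying luciferase-tagged ELG1; luciferase then measured by ONE-Glo luminescence after 30 min at RT.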
# ELG1 repair inh = qHTS screen for small molecules that inhibit ELG1-dependent DNA repair in human embryonic kidney (HEK293T) cells expressing luciferase-tagged ELG1; HEK293T ELG1-luciferase reporter, luminescence, 16 h; DNA damage induced by 5-fluorouridine; Potency, µM (doses to about 46.1 µM), for inactives: at the top dose activity change, negative = inhibition, usual class: inhibitors; 330,000 tested, 2.3% active; AID 504467, 2011; note: potency is the fitted concentration of half-maximal effect; % is set by controls: 0 for no effect and ±100 for the full control effect; nearly all actives have a fitted effect of over 55% in size
#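 Luminescence from the luciferase reporter, measured 30 min after ONE-Glo reagent at room temperature, was the read-out. Beforehand, 2,000 cells per well were exposed for 16 hr at 37 °C to 5-fluorouridine together with compound or vehicle.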
# Tb PFK block = qHTS Assay to Find Inhibitors of T. brucei phosphofructokinase. ATP-dependent 6-phosphofructokinase (Trypanosoma brucei brucei), O15648. T. brucei PFK, ADP-Glo luminescence. Potency, µM (highest dose often 57.5 µM), for the others: at the top dose activity, negative = inhibition, actives largely listed as inhibitors. 330,000 tested, 0.17% active;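 note: potency is the fitted concentration of half-maximal effect; 0% = uninhibited 1x PFK enzyme wells and -100% = no-enzyme wells; nearly all actives have a fitted effect of over 60% in size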
# Target sequence (O15648 whole entry, looked up): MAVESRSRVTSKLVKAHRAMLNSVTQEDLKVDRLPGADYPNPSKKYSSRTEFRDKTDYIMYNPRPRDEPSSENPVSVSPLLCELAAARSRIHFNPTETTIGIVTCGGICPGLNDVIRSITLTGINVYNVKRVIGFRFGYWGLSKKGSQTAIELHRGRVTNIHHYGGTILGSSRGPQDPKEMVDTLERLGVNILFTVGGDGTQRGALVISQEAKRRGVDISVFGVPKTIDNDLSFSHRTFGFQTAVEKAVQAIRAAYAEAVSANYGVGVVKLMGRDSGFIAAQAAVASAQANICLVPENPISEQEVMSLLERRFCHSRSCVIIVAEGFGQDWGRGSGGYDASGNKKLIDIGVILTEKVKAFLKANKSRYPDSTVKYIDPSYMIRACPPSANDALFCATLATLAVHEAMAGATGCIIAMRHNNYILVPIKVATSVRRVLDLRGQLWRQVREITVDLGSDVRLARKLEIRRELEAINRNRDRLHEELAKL
#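 Compounds were pin-transferred as a titration series up to 57 uM into substrate buffer (0.5 mM F6P, 0.1 mM ATP, pH 8.0), then 1.25 nM PFK was added and reactions ran 45 min before ADP-Glo detection.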
# RORgamma inh = qHTS for inhibitors of ROR gamma transcriptional activity; Nuclear receptor ROR-gamma (Mus musculus), P51450; Drosophila S2 Gal4-RORgamma UAS-luciferase reporter, 20 h; Potency, µM (highest dose often 53.6 µM), for inactives: top-dose activity change, negative = inhibition, usual class: inhibitors; 310,000 tested, 5.4% active; note: potency is the fitted concentration of half-maximal effect; % is set by controls: 0 for no effect and ±100 for the full control effect; nearly all actives have a fitted effect of over 60% in size
#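 In this cell-based reporter format, copper sulfate (700 uM final) drives Gal4–ROR gamma fusion expression from a metallothionein promoter in Drosophila Schneider cells; compounds preincubated 1 hr, reporter read after 20 hr at ambient temperature.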
# NPC1 promoter act = qHTS Assay for NPC1 Promoter Activators | Huh7 NPC1 promoter luciferase reporter, 24 h | Potency, µM (series often up to 9.22 µM), inactives show at the top dose activation, hits mostly activators | 320,000 tested, 2.4% active;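 note: potency is the fitted concentration of half-maximal effect; % of control where 0% means no effect; nearly all actives have a fitted effect of over 60% in size; reporter is driven by a mutant NPC1 promoter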
#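 In 1536-well qHTS, Huh7 cells harboring an NPC1 promoter–luciferase construct received compound for 24 h; activation was quantified by luminescence following luciferase reagent addition.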
# Rab9 promoter act = qHTS Assay for Rab9 Promoter Activators; AID 485297, 2010; 320,000 tested, 2.8% active; Huh7 Rab9 promoter-luciferase reporter, luminescence, 24 h; Potency, µM (doses to about 9.22 µM), for the others: at the highest dose activation, negative = inhibition, actives largely listed as activators; note: potency is the fitted concentration of half-maximal effect; % of control where 0% means no effect; nearly all actives have a fitted effect of over 60% in size
#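 Quantitative HTS format; Huh7 Rab9-luciferase reporter cells (1500/well) receive compound 2 h post-plating, incubate 24 h at 37 °C, then get luciferase reagent for 10 min before luminescence reading.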
# BRCA1 expr up = qHTS Assay to Identify Small Molecule Activators of BRCA1 Expression | MCF7-BRCA1-FFLuc reporter, luminescence, 48 h; response scale: scaled: vehicle 0%, 10 µM genistein 100% | Potency, µM (top dose mostly 46.1 µM), for the others: at the highest dose activation, usual class: activators | 380,000 tested, 1.1% active | AID 624202, 2012; note: potency is the fitted concentration of half-maximal effect; nearly all actives have a fitted effect of over 80% in size; some results filed as inactive show a strong effect at the top dose
#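 Luminescence from a BRCA1-driven firefly luciferase in MCF7 cells was read after 48 h compound exposure at 37 C. Data normalized against DMSO and a 10microM genistein activation control, then curve-fitted across the titration.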
# VP16 counter = VP16 counterscreen qHTS for inhibitors of ROR gamma transcriptional activity | 310,000 tested, 3.5% active | Potency, µM (doses to about 53.6 µM), inactives show at the top dose activity, negative = inhibition, usual class: inhibitors | Drosophila S2 Gal4-VP16 UAS-luciferase, luminescence, 20 h;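 note: Gal4-VP16 expression switched on by copper sulfate through the metallothionein promoter; potency is the fitted concentration of half-maximal effect; % is set by controls: 0 for no effect and ±100 for the full control effect; nearly all actives have a fitted effect of over 50% in size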
# TRPV1 ag = HTS Assay for Compounds that Act as Agonists of the Vanilloid Receptor 1; Transient receptor potential cation channel subfamily V member 1 (Homo sapiens), Q8NER1; TRPV1-expressing cells, Fluo-8 calcium influx, agonist mode; activation, % at 8.33 µM; 320,000 tested, 0.19% active; in the data active = activation above about 80%; inconclusive = between about 30% and that limit; note: 0% is about no effect
#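 TRPV1-expressing cells were cultured overnight at 35.5C and loaded with Fluo-8 calcium dye for 40 to 90 min at room temperature. After a 10 s baseline, compound was added and calcium influx was read kinetically for 3 min (ex 480/em 520 nm).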
# * = called active by the depositor; ? = inconclusive; nt = not tested or not shown; & = joins results of further samples; [ ] = another dose, or the depositor's remark. Unless noted, calls come from the whole dose curve; as a rule, active = well fitted curve in the direction sought with a large enough effect; inconclusive = small, poorly fitted or top-dose-only effect, or another doubt; inactive = no such curve, though single readings can be large; an effect the other way counts as inactive or inconclusive.
SMILES,p53 reactivator,FLuc modulator,ELG1 genotox,ELG1 repair inh,Tb PFK block,RORgamma inh,NPC1 promoter act,Rab9 promoter act,BRCA1 expr up,VP16 counter,TRPV1 ag
O=C(CN1C(=O)COc2ccccc21)NCCN1CCC(Cc2ccccc2)CC1,-2%,0%,-6%,1%,0%,-27%,-2%,-5%,-15%,0%,14
CN(C)CCCN(C(=O)C1COc2ccccc2O1)c1nc2ccc(F)cc2s1 (centres undefined),14%,-4%,2%,24%,-3%,0%,-2%,10%,34%,0%,-2
CC(=O)Nc1ccc(NC(=O)C(C)OC(=O)CC2CCCC2)cc1 (centres undefined),-1%,2%,-2%,8%,0%,nt,-2%,-6%,-3%,nt,5
COC(=O)C(C(=O)OC)c1ccc(-n2cccc2)cc1,-1%,0%,2%,20%,0%,16%,-3%,0%,9%,10%,-2
CN(c1ccccc1)S(=O)(=O)c1ccc(NC(=S)NC(=O)C2CC2)cc1,-2%,11%,-1%,-22%,3%,11µM*,-1%,-1%,-4%,?,5
Cc1cccc(C)c1NC(=O)c1cc(S(=O)(=O)N2CCOCC2)ccc1F,-12%,3%,-1%,1%,-4%,24%,0%,2%,1%,-4%,8
CC(C)(C)OC(=O)N/N=C/c1cc(N=Nc2ccccc2)ccc1O,21%,?,3%,?,7%,4µM*,11%,8%,-24%,5.6µM*,0
O=C(NCCCn1ccnc1)c1ccc(N2CCCCCC2)c([N+](=O)[O-])c1,4%,-10%,-3%,9.2µM*,2%,12%,12%,3%,-40%,5%,?
COc1cccc(CNC(=O)CCCn2ncn3c(cc4occc43)c2=O)c1,-5%,0%&0%,0%,2%,-1%,8%,-5%,0%,19%,-3%,5
CNC(=O)c1sc(-c2ccc(Cl)cc2)nc1C,nt,15µM*,nt,nt,nt,37%,nt,nt,100%,28%,10

# Record cards (already shown). Order of screens: p53 reactivator, FLuc modulator, ELG1 genotox, ELG1 repair inh, Tb PFK block, RORgamma inh, NPC1 promoter act, Rab9 promoter act, BRCA1 expr up, VP16 counter, TRPV1 ag
# COC(=O)C(C(=O)OC)c1ccc(-n2cccc2)cc1 in the list: -1%, 0%, 2%, 20%, 0%, 16%, -3%, 0%, 9%, 10%, -2
# COc1cccc(CNC(=O)CCCn2ncn3c(cc4occc43)c2=O)c1 in the list: -5%, 0%&0%, 0%, 2%, -1%, 8%, -5%, 0%, 19%, -3%, 5

# Remaining list, next part:
SMILES,p53 reactivator,FLuc modulator,ELG1 genotox,ELG1 repair inh,Tb PFK block,RORgamma inh,NPC1 promoter act,Rab9 promoter act,BRCA1 expr up,VP16 counter,TRPV1 ag
COc1ccc(OC)c(NC(=O)NNC(=O)COc2ccc(-c3ccccc3)cc2)c1,3%,9%,0%,-4%,-11%,7%,-5%,14%,-12%,3%,2
CC1CC(=S)Nc2ccccc2N1C(=O)Nc1ccccc1 (centres undefined),-2%,-11%,1%,14%,4%,10µM*,0%,-3%,-4%,?,?
Cn1cc(Cl)c(C(=O)N/N=C/c2ccc3c4c(cccc24)CC3)n1,?,0.54µM*,?,?,1%,?,2µM*,1.4µM*,1.3µM*,-23%,0
O=C(CCCc1ccccc1)NC1CC1,13%,1%,0%,6%,1%,2%,-4%,-5%,2%,13%,1
CN(CCO)c1ccc(/C=N/Nc2nncc3ccccc23)cc1,2%,0.076µM*,0.12µM*,?,24%,?,?,?,-41%,11µM*,4
CCOc1ccccc1NC(=O)C(NCC1(N2CCCCC2)CCCCC1)c1ccccc1 (centres undefined),1%,-1%,-21%,?,1%,-4%,0%,-43%[inhibitor],-28%,-10%,?
COc1cc2c(cc1OC)C(c1ccccc1)N(S(C)(=O)=O)CC2 (centres undefined),1%,0%,9%,6%,1%,18%,4%,1%,-39%,5%,1
Cc1ccc(S(=O)(=O)c2nnn3c2nc(N2CCN(c4ccccn4)CC2)c2ccccc23)cc1C,0%,1%,0%,-4%,1%,-19%,-9%,-2%,12%,0%,5
CCOc1ccc(-c2c(C(=O)N/N=C/c3ccc(OC)cc3)nnn2-c2nonc2N)cc1,-11%,-7%,-1%,-28%,0%,?,-4%,1%,-3%,?,-1
CCCCc1nnc(SCc2ccc(OCC)cc2)n1N,3%,1%,-1%,1%,2%,?,0%,-2%,-2%,1%,0
Cc1ccc(S(=O)(=O)NC2=NCN(CCOC(=O)c3ccc([N+](=O)[O-])cc3)CN2)cc1,-1%,-1%,-3%,14%,-3%,?,0%,3%,-3%,3%,0
CCOC(=O)N1CCN(C(=O)Cn2ncn3nc(-c4cccs4)cc3c2=O)CC1,-7%,?,-3%,-1%,0%,-18%,-1%,-4%,-8%,5%,1
Cc1ccccc1C(=O)O/N=C(\c1ccccc1)c1ccccn1,19%,21µM*,-2%,-9%,-3%,?,0%,0%,17%,?,25
Cc1nc(N2CCOCC2)nc(N2CCC(C)CC2)c1[N+](=O)[O-],0%,1%,-1%,-20%,-5%,26%,-4%,-1%,-12%,-8%,-4
CCn1c2ccccc2c2nnc(SCC(=O)NCCOC)nc21,2%,1%,15%,12%,-7%,6%,-1%,5%,3%,2%,0
CCC(C)Cn1c(S(=O)(=O)O)nc2ccccc21 (centres undefined),2%,5%,5%,-10%,0%,4%,-2%,1%,-8%,-2%,1
Cc1ccc(CN2CCc3c(OCC(=O)Nc4cc(C)ccc4C)cccc3C2=O)cc1,13%,-9%,-5%,23µM*,1%,?,3%,0%,nt,1%,7
CCn1nc(C)c(NC(=O)c2ccc(Br)o2)c1C,-1%,-1%,-4%,-2%,-8%,-2%,1%,-3%,1%,-19%,0
C/C(=N/NC(=O)c1ccoc1C)c1cccc(NC(=O)C2CC2)c1,?,?,1%,?,0%,-37%,11%,12%,52%,-6%,4
CC(O)C(O)C(O)C(O)/C=N/NC(=O)c1ccccc1 (centres undefined),19%,3%,3%,?,-2%,-9%,-4%,1%,9%,-14%,-3

# Only p53 reactivator, for five of the compounds above:
molecule,p53 reactivator
CCC(C)Cn1c(S(=O)(=O)O)nc2ccccc21 (centres undefined),2%
Cc1ccc(CN2CCc3c(OCC(=O)Nc4cc(C)ccc4C)cccc3C2=O)cc1,13%
CCn1nc(C)c(NC(=O)c2ccc(Br)o2)c1C,-1%
C/C(=N/NC(=O)c1ccoc1C)c1cccc(NC(=O)C2CC2)c1,?
CC(O)C(O)C(O)C(O)/C=N/NC(=O)c1ccccc1 (centres undefined),19%

# (listing goes on)
SMILES,p53 reactivator,FLuc modulator,ELG1 genotox,ELG1 repair inh,Tb PFK block,RORgamma inh,NPC1 promoter act,Rab9 promoter act,BRCA1 expr up,VP16 counter,TRPV1 ag
COc1ccc(CNc2nnnn2C)c(OC)c1,nt,1%,-1%,8%,0%,-44%,-1%,1%,3%,2%,1
CSCCOC(=O)C1=C(C)NC(=O)CC1c1ccccc1Cl (centres undefined),-15%,2%,-5%,?,-11%,31%,5%,1%,-14%,-12%,22
CCCCN(CCCC)CC(O)COc1ccc(Br)cc1 (centres undefined),0%,-3%,-3%,-9%,3%,-40%,-4%,2%,-12%,1%,-1
Cc1ccc(NS(=O)(=O)c2cc(N)ccc2Cl)c(C)c1,0%,-2%,-1%,?,-6%,-9%,-1%,2%,-14%,?,10
